EBI2 block = EBI2 (human) antagonism. inhibition, % at 5 µM. AID 651636. EBI2 beta-arrestin recruitment, luminescence, 7a,25-OHC stimulated. hit rate 0.81% among 360,000; in the data active means inhibition above about 38%;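 further: enzyme fragment complementation signal reports receptor beta-arrestin coupling in cells; 0% = agonist plus DMSO wells and 100% = wells without agonist; some results beyond the cut were filed as inactive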
APJ agonist = APJ receptor agonism | P35414 | CHO-K1 APJ PathHunter beta-arrestin, luminescence; 0% DMSO wells, 100% apelin | activation, % at 20 µM | hit rate 0.11% among 330,000;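 active means activation more than six SD over the plate average, tested at 20 µM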;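 further: 0% = DMSO alone and 100% = apelin-13 at 10 nM; some results filed as inactive read as strong as hits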
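Assay system: CHO-K1 APJ beta-arrestin complementation cell line / Compound: single test compound dose, 20 µM final, 1% DMSO / Times: overnight seeding, 90 min compound at 25 °C, 1 h detection / Technique: beta-gal luminescence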
CCR6 antag = CCR6 (human) receptor antagonism | P51684 | CHO-K1 CCR6 PathHunter beta-arrestin, luminescence, CCL20-stimulated | inhibition, % at 20 µM | hit rate 0.49% among 340,000 | AID 493098;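 active means compounds whose inhibition of the agonist-driven luminescence signal at 20 µM reaches about 50%, limit read from the data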;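 further: cells stimulated with CCL20 at 14 nM final; plate controls were DMSO with CCL20 for no effect and DMSO without agonist for full effect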
Target sequence (P51684 whole entry, looked up): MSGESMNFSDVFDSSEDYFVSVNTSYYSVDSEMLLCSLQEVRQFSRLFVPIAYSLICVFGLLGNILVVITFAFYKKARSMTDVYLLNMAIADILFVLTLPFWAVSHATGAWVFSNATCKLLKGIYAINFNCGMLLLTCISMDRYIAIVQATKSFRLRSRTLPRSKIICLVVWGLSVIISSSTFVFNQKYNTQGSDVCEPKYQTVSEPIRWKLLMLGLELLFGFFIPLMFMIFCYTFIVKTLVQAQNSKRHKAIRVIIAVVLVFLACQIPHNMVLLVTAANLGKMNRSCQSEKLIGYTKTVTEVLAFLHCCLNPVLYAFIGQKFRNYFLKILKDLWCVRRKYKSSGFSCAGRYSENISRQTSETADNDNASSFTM
Mdm2-MdmX inh = human Mdm2/MdmX binding inhibition. inhibition, % at 8 µM. O15151+Q00987. hit rate 3% among 330,000. AID 485346. SaOS-2 split-luciferase Mdm2/MdmX complementation, luminescence;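 active means inhibition of at least 50% at 8 µM in the primary screen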
CXCR6 inh = inhibitors of human CXCR6 receptor; inhibition, % at 20 µM; AID 602244; hit rate 0.36% among 360,000; CHO-K1 PathHunter CXCR6 beta-arrestin, luminescence; in the data active means inhibition above about 34%, passing the limit was not always enough;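 further: antagonist mode with CXCL16 agonist at 10 nM final; 0% = 10 nM CXCL16 with DMSO and 100% = unstimulated wells without agonist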
Target sequence (O00574 whole entry, looked up): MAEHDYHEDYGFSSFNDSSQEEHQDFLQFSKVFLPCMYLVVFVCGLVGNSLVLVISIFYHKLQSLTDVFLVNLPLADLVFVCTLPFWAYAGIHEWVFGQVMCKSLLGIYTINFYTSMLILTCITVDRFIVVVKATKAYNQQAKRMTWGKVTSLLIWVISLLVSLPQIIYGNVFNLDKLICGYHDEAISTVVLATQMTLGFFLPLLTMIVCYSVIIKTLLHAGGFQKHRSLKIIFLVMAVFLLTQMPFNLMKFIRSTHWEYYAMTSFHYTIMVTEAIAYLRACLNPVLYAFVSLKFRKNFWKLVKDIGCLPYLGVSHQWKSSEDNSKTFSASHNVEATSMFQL
UPR XBP1 act = adaptive UPR (XBP1) activation | CHO-XBP1 luciferase reporter, IRE1-XBP1 UPR activation, luminescence; percent of tunicamycin response, DMSO as zero | activation, % at 20 µM | hit rate 0.33% among 330,000 | AID 463104;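 active means versus positive control, 20 µM dose yields 30% or more activation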;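 further: 100% = tunicamycin at 10 µg/mL and 0% = DMSO only wells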
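Signal: luciferase luminescence; Assay system: CHO-XBP1 luciferase reporter cells; Amount: one thousand reporter cells per well; Dosing: 20 µM single concentration, DMSO 1%; Benchmarks: high control tunicamycin 10 µg/mL final, low control DMSO vehicle only; Schedule: 6 h compound exposure at 37 °C, 5% CO2; Evaluation: percent activation relative to tunicamycin reference.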
APJ antag = APJ receptor antagonism; CHO-K1 APJ beta-arrestin complementation, luminescence; inhibition, % at 20 µM; hit rate 0.32% among 330,000;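 active means inhibition above about 40% at 20 µM, limit read from the data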;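 further: cells challenged with 10 nM apelin-13 agonist together with compound; plate controls were apelin-13 plus DMSO wells for no effect and DMSO wells lacking apelin-13 for full effect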
UPR CHOP act = activators of apoptotic arm of unfolded protein response (CHOP); CHO-CHOP luciferase reporter, UPR activation, luminescence; percent of tunicamycin response over DMSO baseline; activation, % at 10 µM; hit rate 0.34% among 330,000;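 active means at 10 µM dose, activation of 40% or more, normalized to positive control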;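 further: 100% = tunicamycin at 10 µg/mL and 0% = DMSO alone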
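System: CHO-CHOP luciferase reporter cell line; amount: 500 cells/well; buffer or medium: F12 medium containing 10% fetal bovine serum; incubation: 6 h compound exposure at 37 °C after overnight seeding; measured by: luciferase luminescence after 10 min with Steady-Glo reagent; evaluation: % reporter activation, DMSO baseline versus tunicamycin full activation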
tim23-1 inh = tim23-1 yeast growth inhibition; S. cerevisiae tim23-1 growth, BacTiter-Glo luminescence, 24 h; inhibition, % at 20 µM; hit rate 1.3% among 330,000; AID 463212;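 active means growth inhibition of the mutant yeast at or above 50%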;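 further: temperature-sensitive mutant grown at 25 °C; plate controls were DMSO-treated mutant yeast for no effect and medium wells lacking yeast for full effect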
* marks the source's active call; other numbers are inactive results; · = no result given.

no.	molecule	EBI2 block	APJ agonist	CCR6 antag	Mdm2-MdmX inh	CXCR6 inh	UPR XBP1 act	APJ antag	UPR CHOP act	tim23-1 inh
1	CC(=O)Nc1ccc(S(=O)(=O)NNC(=O)COc2cc(C)ccc2C(C)C)cc1	-7.2	0.7	-21.9	8.6	-15.1	-4.3	-17.9	-0.4	-13.1
2	Cc1cccc(OC(=O)c2cccnc2)c1C	-2.3	-0.8	5.0	14.2	-4.3	-3.3	12.7	-0.8	6.6
3	CCOc1ccc(S(=O)(=O)NCCC(=O)NCC(c2ccc(OC)cc2)N2CCCCC2)cc1 (configuration not stated)	-1.8	1.3	0.1	-15.0	3.2	-1.4	3.8	-1.2	-7.9
4	COc1cc(OC)c2c(-c3cccc(-c4ccoc4)c3)cc(=O)oc2c1	6.6	·	22.7	49.1	2.0	1.8	·	4.9	43.2
5	O=C(Cc1ccsc1)NCC(=O)Nc1ccccc1Br	-2.2	-3.0	-0.2	28.6	6.1	-0.4	0.2	3.7	-5.3
6	COC(=O)c1ccccc1Oc1cnc2ccccc2n1	2.8	-2.9	12.5	-19.4	5.5	-2.4	-4.6	-0.7	14.9
7	Cc1ccc(N(CC2CO2)S(=O)(=O)c2ccccc2[N+](=O)[O-])cc1 (configuration not stated)	9.8	-2.8	3.1	5.9	-2.1	-3.6	-1.1	0.4	11.7
8	CSCC(C)N1CCC(CO)(CCc2ccccc2)CC1 (configuration not stated)	-11.2	-1.4	12.4	10.8	3.2	-1.0	-14.4	1.1	-4.9
9	O=c1[nH]cnc2onc(-c3ccc(F)cc3)c12	-7.3	-5.7	6.4	3.1	1.3	2.6	16.5	2.2	-3.2
10	Clc1ccc(Cl)c(OCCCCNCc2ccccc2)c1	2.1	0.9	14.8	29.9	-8.1	4.3	2.1	-0.7	13.5
11	Cc1ccc(NC(=O)Cn2cnc3c(OCc4ccccc4)ncnc32)cc1C	-13.8	-3.1	-3.5	23.5	4.5	-3.2	-1.3	1.5	7.2
12	O=C(c1ccc(F)cc1)N1CCC(C(=O)N(Cc2ccccc2)c2ccccc2)CC1	31.4	-3.4	17.9	-11.5	-1.2	-1.1	13.1	-0.2	27.1
13	COC(=O)c1cc(NC(=O)CN2CCC(C(N)=O)(N3CCCCC3)CC2)cc(C(=O)OC)c1	-4.5	-2.9	-16.3	12.5	3.9	-1.2	12.5	-0.5	17.0
14	COC(=O)c1c(-c2ccc(Br)cc2)noc1N	-3.7	-2.8	15.5	18.5	4.2	0.0	-3.3	-0.3	16.4
15	CC1(C)CC(=O)c2cc(C(=O)NC3CCSC3=O)c(=O)n(-c3ccc(Cl)cc3)c2C1 (configuration not stated)	1.6	0.0	0.1	4.2	-1.4	-3.2	-3.8	0.2	21.4
16	Cc1ccc(C(=O)n2c(N)nc3ccccc32)cc1	-3.5	-1.7	27.9	51.7*	5.0	-5.6	8.4	-9.5	0.2
17	COCCn1c(=S)[nH]c2cc(OC)c(OC)cc2c1=O	-2.0	-2.2	0.9	32.3	-7.7	0.4	6.1	1.5	10.7
18	Cc1cc(N)c(C)c([N+](=O)[O-])c1C	-10.8	-2.4	-15.2	0.8	-3.5	-0.9	8.4	2.0	5.4
19	CS(=O)(=O)N1CCN(c2ccc(NC(=O)Cc3ccccc3)cc2)CC1	-0.5	-5.5	-21.2	-1.3	0.0	2.1	-9.7	0.1	-0.6
20	Cc1ccc(NC(=S)N2CCC(NC(=O)c3ccc(C)cc3)CC2)cc1	0.8	-3.0	13.4	16.0	-4.1	-6.5	14.1	0.7	5.5
21	COc1cc(OC)c(OC)cc1/C=C1\SC(N2CCCCC2)=NC1=O	-12.6	-3.2	1.0	37.6	4.1	7.6	21.5	4.3	10.4
22	COc1cc(-c2c(C(C)=O)c(C)nc3c2C(=O)c2ccccc2-3)cc(OC)c1OC	11.6	-0.4	2.9	-5.2	1.1	5.0	8.5	-1.9	11.7
23	c1ccc(Nc2ncnc3[nH]ncc23)cc1	9.5	1.9	-6.8	14.1	0.2	-2.3	-7.5	-0.6	2.5
24	CCOc1ccc(NC(=O)CN(C)C(=O)CCNC(=O)c2ccccc2Cl)cc1OCC	2.4	3.5	7.2	2.4	-2.5	0.0	0.0	0.2	-12.7
25	CC(=O)N(C)c1cccc([N+](=O)[O-])c1	-10.8	-0.5	-13.4	11.5	1.3	-2.8	-0.7	-0.7	5.1
26	Cc1ccc(F)cc1NC(=O)CN1C(=O)NC(C)(c2ccc3c(c2)OCCO3)C1=O (configuration not stated)	10.7	-2.0	-1.6	-2.1	0.6	-2.0	-1.5	0.5	9.1
27	O=C(Nc1nnc(C2=COCCO2)o1)c1ccc(Cc2ccccc2)cc1	9.0	-1.7	21.1	17.0	7.7	-3.0	-5.4	-0.4	-69.5
28	COc1ccc(Nc2nc(-c3cccs3)cs2)cc1	·	-5.1	15.1	-166.1	·	0.0	-1.8	6.4	7.1
29	CCOC(=O)C1CCN(C(=O)CCS(=O)(=O)c2ccc3c(c2)CC(C)N3C(=O)CC)CC1 (configuration not stated)	-3.4	-1.5	24.5	-6.7	-5.3	-1.2	8.1	0.5	3.5
30	C[C@@H](C(=O)NCCCCCC(=O)O)n1nnc2ccccc2c1=O	8.6	-2.8	-6.1	-5.9	-20.6	0.0	-4.6	-0.2	6.3
31	COc1ccc([C@H]2CC(=O)C=C(c3ccc(F)cc3OCc3ccccc3)C2)cc1OC	8.1	-2.5	0.3	33.3	1.8	-1.1	7.0	0.3	26.0
32	CCCN(CC(=O)Nc1ccccc1OC)C(=O)CC1CCCC1	2.9	-2.4	10.8	-25.7	2.8	3.0	23.9	-1.9	6.2
33	Cc1ccc(-n2c(N)cc(=O)nc2SCC(=O)NC2CCCCC2)cc1C	4.4	0.1	10.1	12.2	1.8	-2.9	20.3	0.3	-24.4
34	COc1cccc(/C=N/NC(=O)C(=O)N2CCCCCC2)c1OC	-8.9	6.7	-0.8	20.9	7.0	-3.8	-11.6	-0.8	1.5
35	O=C(Cc1ccc(NC2=NC3CS(=O)(=O)CC3S2)cc1)Nc1ccc(F)cc1 (configuration not stated)	-5.9	-0.9	-3.6	1.2	-7.5	-1.5	0.3	0.5	1.9
36	CCC1(c2ccccc2)NC(=O)N(CC(=O)NC2(C#N)CCCCC2)C1=O (configuration not stated)	8.7	2.9	5.5	23.5	1.7	-0.9	10.2	-0.1	-0.9
37	O=C(OCc1nc2ccc(Cl)cc2n1CCO)c1ccc(O)cc1	0.3	-2.8	8.2	10.0	-2.7	-1.0	-7.2	0.4	2.7
38	CN(Cc1cccnc1)C(=O)CCCc1c[nH]c2ccccc12	0.9	-2.3	5.5	24.1	2.2	-0.5	0.4	-1.5	-0.1
39	O=c1c(Cl)c(N2CCN(S(=O)(=O)c3ccc(F)cc3)CC2)cnn1-c1cccc(Cl)c1	16.9	-3.9	2.0	26.2	4.1	-1.1	11.0	-1.1	4.5
40	CCC(OC(=O)c1cc2sccc2n1C)C(=O)NCC1CCCO1 (configuration not stated)	-0.7	-5.1	1.2	-0.5	0.6	0.1	4.1	-0.3	6.6
41	CC(C)(C)NC(=O)NC(=O)CN1CCN(c2ncc(C(F)(F)F)cc2Cl)CC1	-5.5	5.0	6.6	16.4	6.4	-2.8	-12.2	-1.8	0.7
42	Cc1cc(C)n(CC(O)Cn2c(C)c(C)c3ccccc32)n1 (configuration not stated)	14.7	1.8	0.3	0.4	-8.0	7.3	-43.0	-4.0	23.5
43	COc1cccc(CNS(=O)(=O)/C=C/c2ccc(OC)c(OC)c2)c1	7.5	-2.5	8.4	17.9	1.6	-5.7	13.6	-1.2	2.0
44	Cc1ccc(-c2nn(-c3ccccc3)cc2C=O)o1	-8.4	-0.5	-9.8	-29.1	-12.0	1.6	-13.6	2.6	-40.1
45	N#CC1=C(N)C(C#N)(C#N)[C@H](c2ccncc2)[C@H]2CN(C(=O)OCc3ccccc3)CC=C12	14.8	-4.0	32.9	-11.2	17.2	9.4	20.8	4.6	-5.2
46	CCOC(=O)N1CCN(C(=O)c2cnn3c(C(F)F)cc(-c4ccc(C)cc4)nc23)CC1	1.1	-7.3	15.0	24.4	2.2	6.5	4.7	-2.1	29.3
47	COc1cccc(NC(=O)CCNC(=O)N2CC(=O)Nc3ccccc32)c1	10.2	5.6	7.5	-2.9	3.6	-1.6	10.1	-1.1	-4.6
48	Cc1cc(=O)oc2cc(OCC(=O)N3CCOCC3)c(Cl)cc12	-8.8	-0.6	-2.9	-8.3	-5.3	1.2	11.0	0.6	11.0
49	CCN(Cc1ccccc1)C(=O)C1CCN(Cc2ccc(SC)cc2)CC1	-3.0	-2.9	6.5	-9.9	4.5	-3.2	-16.4	-1.0	12.1
50	O=C(COC(=O)c1cncc(Br)c1)Nc1ccc2c(c1)OCO2	-1.7	-2.4	1.9	17.8	0.3	-5.6	0.5	-2.2	-12.5
51	O=C(Nc1ccc(Cl)cc1)c1ccc2snnc2c1	8.1	-5.5	17.4	-64.8	-3.3	4.9	4.1	6.1	16.4
52	CC(=O)N1C(c2ccccc2)CC(=O)OC1c1ccc2c(c1)OCO2 (configuration not stated)	6.8	0.1	10.3	-1.5	0.1	-1.3	-9.5	0.1	-1.8
53	O=C(NNS(=O)(=O)c1ccc(Br)cc1)C1CCCCC1	-27.1	-2.4	12.3	16.9	4.3	-1.8	6.1	0.9	17.3
54	COc1ccc(CN2CCNC(=O)C2CC(=O)NC2CCCCCCC2)cc1C (configuration not stated)	-7.4	1.8	-2.3	8.9	8.5	-1.1	17.6	3.3	2.1
55	COc1ccc(F)cc1S(=O)(=O)NC1CC(C)(C)NC(C)(C)C1	9.0	-1.7	6.6	18.4	-26.8	-2.2	6.1	0.9	1.3
56	O=C(CSc1nc2ccccc2o1)N1c2ccccc2Sc2ccc(Cl)cc21	26.4	1.8	3.7	16.7	1.3	-0.4	19.3	-2.8	13.1
57	Cc1ccc2c(C)c(C(=O)NCCN3CCCC(O)C3)oc2c1C (configuration not stated)	4.7	8.6	13.8	14.9	-6.2	-0.3	-27.1	2.3	14.5
58	C#CCSc1nnnn1-c1ccc(Br)c(C)c1	6.4	0.0	5.1	-50.5	1.3	0.2	-36.8	-0.3	20.0
59	Cc1c(C(=O)C(=O)NCc2cccs2)c2ccccc2n1C	-5.2	-5.3	0.5	-19.8	2.7	-2.6	5.9	3.2	20.5
60	O=c1c2cc(Br)ccc2[nH]c(=S)n1Cc1ccccc1	11.0	-1.5	4.1	29.6	-4.3	1.4	7.1	0.1	-6.8

Results in sequence from above.
Compounds 45–50 in APJ antag: 20.8, 4.7, 10.1, 11.0, -16.4, 0.5

These rows are one share of the data; rates above refer to the full screens.
